GlmU inhibition: inhibition of mycobacterial GlmU enzyme – biochemical, glucosamine-1-phosphate acetyltransferase (AID 1376); Bifunctional protein GlmU (Mycobacterium tuberculosis (strain ATCC 25618 / H37Rv)); M. tuberculosis GlmU acetyltransferase enzyme assay; higher % means a stronger effect; inhibition, %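 (tested at 30 µM in the primary screen)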, or IC50 in µM where a hit was titrated; 220,000 compounds, 0.25% hits; in the data active means inhibition above about 13%;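 further: 0% = complete reaction with vehicle and 100% = reaction without substrate; strong numbers were not always called active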
Mtb RmlCD inh: M. tuberculosis RmlC/RmlD coupled enzyme inhibitors, primary screen, biochemical, compound mixtures, 384-well, from 1536-well plates. dTDP-4-dehydrorhamnose reductase (Mycobacterium tuberculosis (strain ATCC 25618 / H37Rv)) …. inhibition, % at 3.6 µM. AID 1533, 2009. RmlC+RmlD coupled enzyme assay, percent inhibition; primary screen in compound mixtures. 160,000 compounds, 0.03% hits; in the data active means inhibition mostly above about 34%, no sharp cut-off; further: some results filed as inactive read as strong as hits
Target sequence (P9WH09 whole entry, looked up): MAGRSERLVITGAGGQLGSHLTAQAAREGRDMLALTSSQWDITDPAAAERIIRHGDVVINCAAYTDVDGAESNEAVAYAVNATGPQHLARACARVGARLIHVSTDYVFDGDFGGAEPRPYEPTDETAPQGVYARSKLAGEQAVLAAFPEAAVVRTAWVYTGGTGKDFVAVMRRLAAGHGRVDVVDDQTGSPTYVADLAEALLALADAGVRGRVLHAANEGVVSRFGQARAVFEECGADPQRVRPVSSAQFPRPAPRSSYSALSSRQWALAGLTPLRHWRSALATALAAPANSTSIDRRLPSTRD
Target sequence (P9WH11 whole entry, looked up): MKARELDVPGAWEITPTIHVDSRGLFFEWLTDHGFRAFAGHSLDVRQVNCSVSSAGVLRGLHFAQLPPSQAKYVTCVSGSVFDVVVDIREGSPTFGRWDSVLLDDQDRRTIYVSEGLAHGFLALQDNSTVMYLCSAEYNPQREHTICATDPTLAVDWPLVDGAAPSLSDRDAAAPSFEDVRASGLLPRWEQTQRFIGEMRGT
Starred values were filed as active, the others as inactive; . = no result given.

Below each SMILES: GlmU inhibition	Mtb RmlCD inh
1: O=C(Nc1cccc(Cl)c1)N1CCN(C2c3ccccc3-c3ccccc32)CC1
    .	-7
2: Cc1ccc(-c2csc3nc(=O)c(C)nn23)cc1
    0.1%	.
3: Cc1cc(-c2ccc(NC(=O)[C@@H]3CCCC[C@@H]3C(=O)O)c(C)c2)ccc1NC(=O)[C@@H]1CCCC[C@@H]1C(=O)O
    0.0%	4
4: CS(=O)(=O)c1ccc(C(=O)Nc2ccc(N3CCCCC3)cc2)c(Cl)c1
    -5.0%	-5
5: CCN(C1CCCCC1)S(=O)(=O)c1ccc(OC)c(C)c1
    2.4%	23
6: Nc1nc(NCC2CCCO2)nc(Nc2ccc(F)cc2)c1[N+](=O)[O-] (stereo unspecified)
    6.6%	1
7: CC1CCN(CC(=O)NCCc2ccc(F)cc2)CC1
    -1.1%	-8
8: Cc1ccc(-n2nnnc2-c2cccc(C)c2)cc1
    -0.3%	-12
9: CC(Sc1nc(-c2ccccc2)cc(C(F)(F)F)n1)C(=O)NCCN1CCOCC1 (stereo unspecified)
    -2.6%	.
10: NC(=O)c1ccc2nc(NC(=O)c3ccc(N)cc3)sc2c1
    -3.4%	.
11: CCCCC1OC2(C)OC(=N)C1(C#N)C(C#N)(C#N)C2c1ccccc1 (stereo unspecified)
    -0.5%	3
12: Cc1cccc(N2CCN(C(=O)c3cc4ccccc4oc3=O)CC2)c1C
    -7.0%	-2
13: CC(C)OC(=O)CN1C(=O)C(C)(C)Oc2ccc(C(=O)NC(C)(C)C)cc21
    4.7%	.
14: O=C(Nc1ccccc1)OCc1ccccn1
    2.7%	8
15: CC1Cc2cc(C(=O)O)ccc2O1 (stereo unspecified)
    4.3%	-12
16: COC(=O)CC/C(O)=C1\C(=O)CC(C)(C)CC1=NCCc1nc2ccccc2[nH]1
    3.8%	-13
17: O=C(C1CC1)N1CCc2cc(S(=O)(=O)NCCC3=CCCCC3)ccc21
    1.8%	18
18: CCOC(=O)c1cc(-c2ccc3c(c2)OCCO3)nc2c1c(C)nn2CCC#N
    -1.1%	9
19: O=C(NC1CCCCC1)c1cc([N+](=O)[O-])ccc1N1CCCCC1
    0.3%	.
20: O=C(c1cc(-c2cccs2)nc2ccccc12)N1CCN(S(=O)(=O)c2ccccc2)CC1
    3.1%	-4

Arranged by molecular weight (smallest number first): part of the list above.
Below each SMILES: GlmU inhibition	Mtb RmlCD inh
10: NC(=O)c1ccc2nc(NC(=O)c3ccc(N)cc3)sc2c1
    -3.4%	.
11: CCCCC1OC2(C)OC(=N)C1(C#N)C(C#N)(C#N)C2c1ccccc1 (stereo unspecified)
    -0.5%	3
18: CCOC(=O)c1cc(-c2ccc3c(c2)OCCO3)nc2c1c(C)nn2CCC#N
    -1.1%	9

One compound at a time, from the list above.
Cc1cccc(N2CCN(C(=O)c3cc4ccccc4oc3=O)CC2)c1C across the screens: GlmU inhibition: -7.0%; Mtb RmlCD inh: -2
Cc1ccc(-n2nnnc2-c2cccc(C)c2)cc1 across the screens: GlmU inhibition: -0.3%; Mtb RmlCD inh: -12
O=C(c1cc(-c2cccs2)nc2ccccc12)N1CCN(S(=O)(=O)c2ccccc2)CC1 across the screens: GlmU inhibition: 3.1%; Mtb RmlCD inh: -4

Additional records
Below each SMILES: GlmU inhibition	Mtb RmlCD inh
21: O=C(Oc1ccc(=O)n(-c2ccccc2)n1)c1ccc(F)cc1
    -4.8%	.
22: COc1ccc(-n2[nH]c(C)cc2=O)cc1
    -2.8%	.
23: COc1cc(S(=O)(=O)n2ccnc2)ccc1Br
    -6.2%	43
24: CC1Cc2ccccc2N1C(=O)COC(=O)Cn1nnc(-c2ccccc2)n1 (stereo unspecified)
    2.0%	17
25: Cc1ccccc1NC(=O)C1CCN(S(=O)(=O)c2cccs2)CC1
    1.5%	-10
26: O=Cc1ccc(OC(=O)c2cccnc2)cc1
    -7.0%	-10
27: CN1CCc2c(sc3c2c(=O)n(-c2cccc(Cl)c2)c2nncn32)C1
    -0.4%	.
28: C=CCOc1c2ccc(C(=O)NC3CCCc4ccccc43)cc2nn1C (stereo unspecified)
    4.7%	.
29: O=C1CCCCC/C1=N/Nc1ccc(OCc2ccccc2)cc1
    4.3%	11
30: COCCn1c(SCC(=O)Nc2nnc(C)s2)nnc1-c1ccncc1
    1.8%	.
31: CC(/C=C\C=C\c1ccccc1)=N\NC(=O)c1cncc(Br)c1
    -2.4%	4
32: O=C(CNC(=O)c1ccccc1Br)N/N=C/c1cc(Br)ccc1O
    10%	5
33: Cc1ccc(-c2onc3ccc(C=O)cc23)cc1
    -3.3%	.
34: COc1ccc(NC(=O)C2CCCN(c3nccc(C)n3)C2)cc1 (stereo unspecified)
    3.6%	-11
35: COc1ccccc1-n1cc(CN2CCN(CC(C)C)C(CCO)C2)cn1 (stereo unspecified)
    0.8%	25
36: CC(C)(C)OC(=O)NCCC(=O)N/N=C/c1ccc2ncccc2c1
    5.5%	-6
37: COc1ccc(C2CC(C(F)(F)F)n3nc(CO)c(Cl)c3N2)cc1OC (stereo unspecified)
    -0.8%	14
38: Cc1ccc(C(=O)CN2CCC(NC(=O)C3CCCCC3)CC2)cc1
    -4.7%	.
39: COCCNc1oc(/C=C/c2ccccc2)nc1C#N
    4.1%	-1
40: CCCOc1ccc(C(=O)NC(=S)Nc2nc3ccc(C)cc3s2)cc1
    4.9%	.

At a glance, some entries already given.
Below each SMILES: GlmU inhibition	Mtb RmlCD inh
21: O=C(Oc1ccc(=O)n(-c2ccccc2)n1)c1ccc(F)cc1
    -4.8%	.
22: COc1ccc(-n2[nH]c(C)cc2=O)cc1
    -2.8%	.

Further compounds:
Below each SMILES: GlmU inhibition	Mtb RmlCD inh
41: Nc1ccc(C(=O)N2CCCC2)cc1CS(=O)(=O)c1ccc(Cl)cc1
    -3.2%	-6
42: Cc1nn(Cc2c(F)c(F)c(F)c(F)c2F)c(C)c1NC(=O)c1ccc(COc2ccc(Cl)cc2Cl)o1
    1.6%	-9
43: OCCCN=C1CCCc2c1[nH]c1ccc(Cl)cc21
    0.3%	3
44: CC(C)Sc1nnc(Cn2c(=O)sc3ccccc32)n1-c1ccccc1
    0.5%	-4
45: CC(=O)Nc1ccc(S(=O)(=O)NC2=NCN(CCOC(=O)c3ccccc3)CN2)cc1
    1.6%	.
46: NC(=O)C1CCN(c2cc(Cl)nc(N)n2)CC1
    0.4%	-5
47: O=C(CN1CCN(c2ccccc2)CC1)NC(=O)NCc1ccco1
    -2.5%	22
48: CCNC(=S)NNC(=O)c1ccc2ncccc2c1
    0.7%	.
49: O=C(NCCc1ccc2c(c1)OCCO2)c1cc2ccccc2o1
    1.2%	13
50: O=C(NCc1cccnc1)c1nn2cccnc2c1Cl
    3.4%	10
51: Cc1ccnc(NS(=O)(=O)c2ccc(NC(=O)C3CC=CCC3C(=O)O)cc2)n1 (stereo unspecified)
    -2.1%	-9
52: CC1=NN(C(=O)c2ccc(Cn3nc(C)c(Br)c3C)cc2)C(O)(C(F)(F)F)C1 (stereo unspecified)
    -7.0%	8
53: O=C(Nc1nc2ccc(F)cc2s1)c1cccs1
    2.6%	4
54: CCCn1nnc(NCc2ccc(OCc3cccs3)c(OC)c2)n1
    1.4%	6
55: Cc1ccc(-c2csc(N/N=C/C=C/c3ccccc3)n2)cc1
    4.6%	-12
56: Cc1cccc(OCc2nc(-c3nonc3N)no2)c1C
    2.8%	1
57: Cc1ccc(NCc2nnc(SCC(=O)NNC(=O)Cc3ccccc3)n2C)cc1
    3.0%	7
58: Cc1nnc(NC(=O)CSc2nnc(CNC(=O)C34CC5CC(CC(C5)C3)C4)n2C2CCCCC2)s1
    -0.9%	-7
59: Cc1c(C#N)c(NC(=O)CCl)n(Cc2cccs2)c1C
    0.9%	-7
60: CN(C)c1ccc(C(=S)N2CCN(Cc3ccccc3)CC2)cc1
    -5.2%	.

Later entries:
Below each SMILES: GlmU inhibition	Mtb RmlCD inh
61: COc1ccc(NC(=O)Nc2ccccc2C(N)=O)cc1OC
    2.1%	4
62: O=C(Nc1ccccc1)/C(=C/c1cccnc1)NC(=O)c1ccco1
    -0.1%	9
63: Cn1cccc1/C=N\NC(=O)c1cncc(Br)c1
    -5.3%	-10
64: CC(OC(=O)C1=Cc2ccccc2OC1)C(=O)NC(C)(C)C (stereo unspecified)
    3.1%	-3
65: COc1ccc(NC(=O)CN2CCC(C)CC2)c([N+](=O)[O-])c1
    3.1%	-13
66: COC(=O)[C@@]1(Cc2ccc(F)cc2)[C@@H]2[C@@H](CC(=O)[C@H]2CC(=O)C(=O)N(C)C)CN1C(=O)c1ccccc1
    0.4%	.
67: Cc1ccc2nc3c(cc(S(=O)(=O)c4ccccc4)c(=N)n3Cc3ccco3)c(=O)n2c1
    -3.1%	7
68: Cc1ccc(NC(=O)c2cccc(F)c2)cc1S(=O)(=O)N1CCCCCC1
    2.3%	3
69: CN(C)S(=O)(=O)N1CCN(S(=O)(=O)N(C)C)CC1
    -3.4%	33
70: CCn1c(C(C)NC(=O)c2cccs2)n[nH]c1=S (stereo unspecified)
    1.9%	7
71: CCOC(=O)N1CCC(=NNC(=O)COc2ccc(C#N)cc2)CC1
    2.8%	0
72: CCOc1ccc(S(=O)(=O)Nc2cccc(OC)c2)cc1
    3.0%	4
73: CC1CCc2nc(NCCO)nc(C(F)(F)F)c2C1 (stereo unspecified)
    1.7%	.
74: O=CC1=C(N2CCOCC2)/C(=C\c2ccccc2)CC1
    3.4%	-12
75: CCOC(=O)c1[nH]ncc1CN1CCC(Cc2cccc(OC)c2)(C(=O)OCC)CC1
    -0.6%	0
76: Cn1cnc([N+](=O)[O-])c1S(=O)(=O)c1cccc(Cl)c1
    15%*	2
77: Cc1ccc(C(=O)N2CCN(c3ccc(Cl)cc3)CC2)cc1
    -5.8%	5
78: O=C(COC(=O)C1CCC(=O)N1)Nc1ccc(Br)cc1 (stereo unspecified)
    -3.4%	8
79: O=C(NCCCCNC(=O)c1cccs1)c1cccs1
    3.2%	-10
80: COc1ccc(C2C(C(C)=O)=C(O)C(=O)N2c2nccs2)c(OC)c1 (stereo unspecified)
    0.3%	2

Going on with the list.
Below each SMILES: GlmU inhibition	Mtb RmlCD inh
81: Cc1cc(C)cc(NC(=O)C2CCN(S(=O)(=O)c3c(C)n[nH]c3C)CC2)c1
    -5.3%	34
82: CC(=O)Cc1nsc(NC(=O)c2oc(-c3ccccc3Cl)cc2C)n1
    1.3%	3
83: COc1ccc(NC2=NCC(=O)N2Cc2cccs2)cc1
    -3.0%	28
84: COc1cc(/C=N/OCC(=O)Nc2ccc(OC(F)F)cc2)ccc1OCc1ccccc1
    -3.8%	.
85: CCOC(=O)Cc1ccc(NC(=O)c2ccccc2Br)cc1
    1.3%	7
86: CCN(C(C)=O)c1cccc2ccccc12
    0.7%	34
87: COc1ccc(S(=O)(=O)N(C)C)cc1NC(=O)[C@H](Cc1ccccc1)N1C(=O)c2ccccc2C1=O
    2.9%	-8
88: NC(=O)COC(=O)CC12CC3CC(CC(C3)C1)C2
    1.7%	-7
89: O=P(O)(O)COc1ccccc1P(=O)(c1ccccc1)c1ccccc1
    0.2%	4
90: COc1ccc(-c2nnc(NC(=O)C3=COCCO3)o2)cc1
    -2.3%	-6
91: COC(=O)C1C(c2ccccc2)NC(=O)NC1(O)C(F)(F)Cl (stereo unspecified)
    -1.0%	-4
92: O=c1cc(CNCCCO)c2ccccc2[nH]1
    -3.5%	-2
93: O=C(OCc1nnc(-c2ccccc2)o1)c1cc(S(=O)(=O)N2CCOCC2)c(Cl)cc1Cl
    -4.2%	.
94: CNC(=O)CSc1nnc(C2CC2)n1-c1ccccc1
    0.2%	.
95: Cc1noc(C)c1COc1ccc(C(=O)NCCc2ccccn2)cc1
    2.3%	-6
96: Cc1cc(C)c2nc3sc(C(=O)N4CCOCC4)c(N)c3cc2c1
    -1.6%	-9
97: CCN(CC)S(=O)(=O)c1cc(NC(=O)COC(=O)CCC(=O)c2cccs2)ccc1C
    2.0%	4
98: O=C(NCC1CCCO1)c1cccc(NC(=O)c2ccco2)c1 (stereo unspecified)
    -0.2%	6
99: CCOc1cccc(/C(O)=C2/C(=O)C(=O)N(CCOC)C2c2ccco2)c1 (stereo unspecified)
    1.8%	.
100: CCCCNc1nc(-c2ccccc2)cc(C(F)(F)F)c1C(N)=O
    -2.0%	.

Additional records follow:
Below each SMILES: GlmU inhibition	Mtb RmlCD inh
101: Cc1c(C(=O)Nc2cccc(Cl)c2)c2ccccn2c1CCc1ccncc1
    0.3%	-5
102: Cc1cc(N2CCN(C(c3ccccc3)c3ccccc3)CC2)n2ncnc2n1
    2.6%	32
103: O/N=C(/CCc1ccccc1)c1ccc2c(c1)OCCO2
    0.2%	11
104: O=C(NC1CCCCC1)C(c1cccnc1)N(C(=O)CCl)c1ccccc1Cl (stereo unspecified)
    -1.4%	-7
105: O=C(CSCc1ccccc1)Nc1ccc2c(c1)C(=O)NC2=O
    -5.3%	.
106: Cc1ccc(C(=O)Nc2ncc(C)s2)o1
    -1.4%	6
107: CC1=C(C(=O)OCC2CCCO2)C(c2ccccc2)NC(=O)N1 (stereo unspecified)
    6.4%	20
108: COc1ccc(CCn2c(O)c(C=NCCCO)c(=O)[nH]c2=O)cc1OC
    1.9%	.
109: COc1ccc(C(=O)O/N=C(\N)Cc2ccc([N+](=O)[O-])cc2)c(OC)c1
    3.5%	7
110: Cc1ccc(CCNC(=O)C2CCN(S(=O)(=O)c3cccc4nonc34)CC2)cc1
    -1.4%	-2
111: CCOC(=O)c1c(NC(=O)CSc2nnc(CNc3ccc(OC)cc3)n2C)sc(C)c1C
    1.8%	4
112: CCN(C(=O)CSc1nnc(-c2cccs2)o1)C1CCS(=O)(=O)C1 (stereo unspecified)
    1.4%	-6
113: CCCC(C)C(=O)Nc1nc(C)c(-c2csc(Nc3cc(Cl)ccc3C)n2)s1 (stereo unspecified)
    3.3%	-8

Compound activity as filed in PubChem BioAssay.

These rows are one share of the data. The share of hits here may be higher or lower than overall.
